# Screens deposited in PubChem BioAssay by National Center for Advancing Translational Sciences (NCATS).
# RXFP1 agonist: activates the human relaxin receptor RXFP1. HEK293T-RXFP1 cAMP TR-FRET, 30 min; response scale: percent of porcine relaxin response, buffer zero. Q9HBX9. Potency, µM (top dose mostly 57.5 µM), inactives show at the highest dose activation, actives largely listed as activators. actives 0.3% (n = 370,000); also: potency is read from the fitted curve at half-maximal effect; % is scaled to controls: 0 for no effect and ±100 for the full control effect; nearly all actives have a fitted effect of over 60% in size; many of its hits are not listed in these tables
#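 Agonist response is measured as cAMP accumulation in an RXFP1-transfected HEK293T line under PDE4 inhibition. Values are scaled between buffer-only and 29 nM porcine relaxin, and EC50s come from standard Hill equation fits.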
# D1 potentiator: enhances dopamine response at the human D1 receptor. actives 0.036% (n = 360,000). HEK293 TREx D1 cells, calcium flux, dopamine EC20 potentiation. potentiation, % at 10 µM. P21728; in the data active = potentiation above about 30%; also: 0% is about no effect
# Target sequence (P21728 whole entry, looked up): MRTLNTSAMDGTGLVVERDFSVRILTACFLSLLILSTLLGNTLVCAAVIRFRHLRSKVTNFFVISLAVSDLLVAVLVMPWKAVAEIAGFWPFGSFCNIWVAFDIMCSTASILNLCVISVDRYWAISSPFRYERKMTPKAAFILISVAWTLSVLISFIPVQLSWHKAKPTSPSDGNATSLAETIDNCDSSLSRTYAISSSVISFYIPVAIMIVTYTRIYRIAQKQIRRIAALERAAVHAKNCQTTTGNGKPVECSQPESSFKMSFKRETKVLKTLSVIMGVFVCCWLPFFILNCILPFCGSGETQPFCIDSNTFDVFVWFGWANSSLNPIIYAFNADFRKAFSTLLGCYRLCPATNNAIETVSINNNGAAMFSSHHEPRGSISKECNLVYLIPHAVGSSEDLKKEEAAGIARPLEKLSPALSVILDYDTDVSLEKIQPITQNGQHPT
# Anesthetic bind: binds horse apoferritin like a general anesthetic; Potency, µM (highest dose often 77.5 µM), inactives show top-dose activity change, negative = displacement, hits mostly inhibitors; AID 485281; apoferritin/1-aminoanthracene competitive binding, fluorescence; P02791; actives 0.074% (n = 350,000); also: potency is read from the fitted curve at half-maximal effect; % is scaled to controls: 0 for no effect and ±100 for the full control effect; nearly all actives have a fitted effect of over 20% in size
# Target sequence (P02791 2-175 limits assumed): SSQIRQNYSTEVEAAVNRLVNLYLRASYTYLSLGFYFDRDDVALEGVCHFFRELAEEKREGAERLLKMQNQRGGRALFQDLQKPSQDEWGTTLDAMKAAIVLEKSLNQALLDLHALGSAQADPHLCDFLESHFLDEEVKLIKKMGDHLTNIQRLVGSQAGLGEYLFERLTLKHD
#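 Horse-spleen apoferritin (10 uM) was mixed with 50% saturated 1-aminoanthracene in PBS, exposed to compounds for 10 min at room temperature, and read for fluorescence (ex 380 nm, em 535 nm). Competitive displacement was fitted with a four-parameter Hill equation.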
# TRHR ag: TRH receptor (human) agonism | AID 493084 | TRHR cells, calcium flux fluo-8, FDSS agonist mode | actives 0.18% (n = 360,000) | activation, % at 2 µM; in the data active = activation above about 30%; also: 0% is about no effect
# Target sequence (P34981 whole entry, looked up): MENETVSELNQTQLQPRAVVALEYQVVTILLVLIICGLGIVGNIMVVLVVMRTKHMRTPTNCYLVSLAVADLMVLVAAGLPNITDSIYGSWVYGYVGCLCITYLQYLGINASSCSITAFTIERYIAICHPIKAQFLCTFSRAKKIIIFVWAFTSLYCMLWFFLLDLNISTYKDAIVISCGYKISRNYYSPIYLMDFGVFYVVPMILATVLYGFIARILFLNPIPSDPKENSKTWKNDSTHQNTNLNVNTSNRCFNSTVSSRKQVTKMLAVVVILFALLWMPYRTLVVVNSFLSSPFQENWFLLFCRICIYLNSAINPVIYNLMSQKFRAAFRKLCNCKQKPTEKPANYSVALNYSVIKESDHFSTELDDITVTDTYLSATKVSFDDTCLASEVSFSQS
#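 Steps: seed TRHR cells overnight; add fluo-8 no-wash Ca dye, RT 30 min–1.5 h; record 10 s baseline; pin-transfer compounds; monitor fluorescence 1 cycle/s for the agonist window. Calcium increases flag candidate agonists.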
# D2 PAM: D2 dopamine receptor (human) potentiation; HEK293 T-REx D2, calcium flux, EC20 dopamine potentiation; potentiation, % at 10 µM; actives 0.34% (n = 340,000); AID 485347;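 active = potentiation over 3 SD above the plate norm, cut at about 30% in these data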; also: 0% is about no effect
#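 Potentiation of an EC20 dopamine calcium response measured kinetically over 180 s, after a preceding 180 s compound-only read flagging agonists. Cells: inducible Hek293 Trex D2 line, 4000/well, cultured overnight at 30 C before dye loading.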
# RXFP1 antagonist: RXFP1 (human) relaxin receptor antagonism | Q9HBX9 | actives 0.59% (n = 350,000) | activity change, negative = inhibition, % at 57.5 µM | HEK293-RXFP1, relaxin-stimulated cAMP HTRF, 30 min; active compounds read low;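 active = activity change of -60% or lower, but not beyond a set lower limit; inconclusive = change between -60% and -40%, or beyond the set limit; inactive = change above -40%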; also: % is scaled to controls: 0 for no effect and ±100 for the full control effect
# D1 antagonist: antagonists of human D1 dopamine receptor; actives 3.2% (n = 360,000); P21728; HEK293 TREx D1 cells, calcium flux, dopamine EC80; active compounds read low; activity change, negative = inhibition, % at 10 µM; in the data active = activity change below about -30%; also: % is scaled to controls: 0 for no effect and ±100 for the full control effect
#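 HEK293 T-REx cells expressing inducible, force-coupled D1 receptor; no-wash Ca dye, 30–90 min RT. Cmpd → 180 s read at 1 Hz → EC80 DA → 180 s read.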
# TRHR enhancer: TRH receptor (human) allosteric enhancement; P34981; TRHR cells, fluo-8 calcium fluorescence, EC20 TRH enhancement; enhancement, % at 2 µM; actives 0.66% (n = 360,000); in the data active = enhancement above about 30%; also: 0% is about no effect
#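 Enhancer read-out: after compound pinning and an initial kinetic agonist-mode read, an EC20 of TRH (10 nM final) was injected and fluo-8 calcium signal (Ex 480/Em 530) followed at 1 s/cycle for 100 cycles in TRHR-expressing cells.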
# D1 agonist: human D1 receptor agonism; P21728; HEK293 T-REx D1 cells, calcium flux, agonist mode; activation, % at 2 µM; actives 1% (n = 360,000); AID 504660; in the data active = activation above about 30%; also: 0% is about no effect
#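 Tetracycline-induced HEK293 TREx D1 cells, force-coupled to calcium signalling, were dye-loaded with a no-wash calcium kit. Compound was pin-added after a 10 s baseline. Fluorescence was read kinetically at 1 cycle/s for 180 s, with calcium rises flagged as agonism.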
# * hit, by the source's call; ? = inconclusive; . = not tested or not shown; [ ] = remark or other dose. Unless noted, calls follow the shape of the dose curve; as a rule, active = well fitted curve in the direction sought with a large enough effect; inconclusive = small, poorly fitted or top-dose-only effect, or another doubt; inactive = no such curve, though single readings can be large; an effect the other way counts as inactive or inconclusive.
# Letter code: A = RXFP1 agonist; B = D1 potentiator; C = Anesthetic bind; D = TRHR ag; E = D2 PAM; F = RXFP1 antagonist; G = D1 antagonist; H = TRHR enhancer; I = D1 agonist
N#Cc1c(F)cccc1N1CCC(C#N)CC1
  A: 1.1%	B: -2	C: 0%	D: 0.5	E: -1	F: 2	G: -23	H: 4	I: 3

CC(C)CC(=O)N=Nc1c(O)[nH]c2ccccc12
  A: 3.0%	B: -1	C: -18%	D: -0.4	E: -9	F: -5	G: 1	H: 6	I: 2

Cc1cc2n(n1)CCCN2C(=O)Nc1ccccc1C(F)(F)F
  A: 0.3%	B: 10	C: -4%	D: 1.8	E: -7	F: -2	G: 13	H: -3	I: 8

CC(OC(=O)CC(NC(=O)c1ccccc1Cl)c1ccccc1)C(=O)Nc1cccc(Cl)c1Cl (configuration not stated)
  A: 2.6%	B: 7	C: -5%	D: -0.5	E: -7	F: 20	G: 12	H: -3	I: 1

CCOC(=O)Cc1cnc(NC(=O)CSc2nc(C(C)C)cc(=O)[nH]2)s1
  A: 0.2%	B: -2	C: 0%	D: 0.5	E: 17	F: -4	G: -1	H: 4	I: 2

O=C(CSC1=Nc2ccccc2C2=NC(CC(=O)N3CCN(c4ccccc4)CC3)C(=O)N12)NCC1CCCO1 (configuration not stated)
  A: ?	B: 3	C: -20%	D: 0.0	E: 13	F: 4	G: -1	H: 2	I: 0

O=C1CCNc2c(Cl)cccc21
  A: 6.5%	B: -2	C: 200%[activator]	D: 0.0	E: -6	F: -1	G: 3	H: -1	I: 2

C=CCC(CC=C)(CNC(=O)C(=O)Nc1ccc(Br)cc1)c1ccc(OC)c(OC)c1
  A: 2.0%	B: -2	C: 1%	D: 0.4	E: -5	F: -7	G: 0	H: 24	I: 4

Cc1ccc(C2CN=NC23CCc2ccccc2C3=O)cc1 (configuration not stated)
  A: -1.3%	B: 1	C: -24%	D: -1.0	E: 3	F: -5	G: 10	H: -11	I: 5

COc1ccc(NC(=O)CSc2nnc(CNc3ccc(F)cc3)o2)c(OC)c1
  A: 0.1%	B: -6	C: -4%	D: -0.9	E: .	F: -7	G: 7	H: -1	I: 2

COc1cc(C(=O)NCCc2ccc3c(c2)OCCO3)ccc1OCC(=O)N1CCOCC1
  A: 0.9%	B: -1	C: -14%	D: -0.5	E: -3	F: 3	G: -14	H: -8	I: 1

COc1cc(/C=C2/SC(=O)NC2=O)ccc1OC(=O)c1ccco1
  A: -4.4%	B: 3	C: -1%	D: -0.5	E: 3	F: ?	G: 17	H: 2	I: 4

O=C(O)c1c2c(nc3ccc(Cl)cc13)CCC2
  A: 3.2%	B: -8	C: -8%	D: 0.5	E: 0	F: 1	G: 28	H: 2	I: 5

CC(C)Oc1ccc(CNC(=O)c2cc(S(=O)(=O)N3CCOCC3)cn2C)cc1
  A: -3.0%	B: 1	C: -14%	D: -0.9	E: 3	F: -9	G: 2	H: 6	I: 1

N#Cc1c(N)nc(-c2ccccc2)nc1-c1ccccc1
  A: -0.1%	B: -5	C: -12%	D: 0.8	E: -4	F: 2	G: -5	H: -12	I: 1

O=C(NCc1ccc2c(c1)OCO2)c1cc(-c2ccc(Cl)cc2Cl)on1
  A: 4.1%	B: -3	C: -6%	D: -1.1	E: 2	F: 6	G: 0	H: -2	I: -1

CC(C)n1cnc2c(NCc3ccc(S(N)(=O)=O)cc3)nc(NCc3ccc(S(N)(=O)=O)cc3)nc21
  A: 0.0%	B: -3	C: 2%	D: -0.9	E: -4	F: .	G: -13	H: 1	I: 1

CC1=C(C)C(c2ccccc2)NC(=S)N1 (configuration not stated)
  A: -0.7%	B: -2	C: -7%	D: 0.1	E: 9	F: -20	G: 5	H: 3	I: 3

Cc1ccc(C(=O)Nc2ccc(CN3CCS(=O)(=O)CC3)cc2)cc1C
  A: 2.4%	B: -10	C: -15%	D: -1.3	E: -3	F: -9	G: -9	H: 14	I: 3

O=C(NNC(=O)c1nn(-c2ccc(F)cc2)ccc1=O)c1ccc(Cl)cc1
  A: -0.4%	B: -9	C: -3%	D: -0.5	E: 4	F: -1	G: -7	H: -10	I: 0

CCC(c1nc2ccccc2c(=O)n1-c1cccnc1)N1C(=O)c2ccccc2C1=O (configuration not stated)
  A: 0.0%	B: 4	C: 2%	D: -0.2	E: -9	F: 7	G: -5	H: -8	I: 1

COc1cccc(S(=O)(=O)Nc2ccc3sc(C)nc3c2)c1
  A: 0.9%	B: -1	C: -17%	D: 0.1	E: -3	F: -1	G: 0	H: -2	I: 6

Cc1cc(C)nc(SCC(=O)c2ccc(F)c(C)c2)n1
  A: -0.6%	B: -3	C: ?	D: 0.0	E: 3	F: 4	G: -19	H: -5	I: 8

COc1ccc(OC)c(C(=O)c2coc3ccc(O)c(CN4CCOCC4)c23)c1
  A: 1.1%	B: -3	C: 2%	D: 0.0	E: 4	F: 22	G: -22	H: 2	I: 0

CCOCCCNC(=O)C(NC(=O)Cc1cccs1)c1ccc(OC)cc1 (configuration not stated)
  A: 0.7%	B: 0	C: -8%	D: 0.2	E: 2	F: 0	G: 12	H: 6	I: 3

# An excerpt from above in order of length of the SMILES, ascending:
# Letter code: A = RXFP1 agonist; B = D1 potentiator; C = Anesthetic bind; D = TRHR ag; E = D2 PAM; F = RXFP1 antagonist; G = D1 antagonist; H = TRHR enhancer; I = D1 agonist
Cc1ccc(C2CN=NC23CCc2ccccc2C3=O)cc1 (configuration not stated)
  A: -1.3%	B: 1	C: -24%	D: -1.0	E: 3	F: -5	G: 10	H: -11	I: 5

Cc1cc2n(n1)CCCN2C(=O)Nc1ccccc1C(F)(F)F
  A: 0.3%	B: 10	C: -4%	D: 1.8	E: -7	F: -2	G: 13	H: -3	I: 8

O=C(CSC1=Nc2ccccc2C2=NC(CC(=O)N3CCN(c4ccccc4)CC3)C(=O)N12)NCC1CCCO1 (configuration not stated)
  A: ?	B: 3	C: -20%	D: 0.0	E: 13	F: 4	G: -1	H: 2	I: 0

# The results go on.
# Letter code: A = RXFP1 agonist; B = D1 potentiator; C = Anesthetic bind; D = TRHR ag; E = D2 PAM; F = RXFP1 antagonist; G = D1 antagonist; H = TRHR enhancer; I = D1 agonist
CCOC(=O)c1cc(C)nn1-c1nc(Cl)cc(OC)n1
  A: 1.4%	B: -4	C: -4%	D: -1.0	E: 12	F: -1	G: 13	H: -2	I: 1

CCn1ccc2cc(S(=O)(=O)N3CCC(C(=O)NCCc4ccccc4Cl)CC3)ccc21
  A: 1.3%	B: 3	C: 74%[activator]	D: -0.2	E: 9	F: -4	G: -40*	H: 1	I: 3

CC1CCC(NC(=O)CN(C)CC(=O)Nc2ccc(F)cc2)CC1 (configuration not stated)
  A: -0.7%	B: .	C: .	D: -0.1	E: -9	F: -6	G: 0	H: 1	I: 2

CCOC(=O)NC(=O)/C(C#N)=N\Nc1cccc(Cl)c1
  A: 3.4%	B: -3	C: -8%	D: 1.0	E: 9	F: -24	G: -9	H: 1	I: 14

CCCCN(C)CCCNC(=O)c1cn(CC)c2ccc(S(=O)(=O)N3CCOCC3)cc2c1=O
  A: 3.3%	B: 3	C: -11%	D: 0.4	E: -4	F: 6	G: -32*	H: -6	I: 4

Cc1ccc(Nc2nc(C(=O)N3CCC(C(=O)N4CCN(C)CC4)CC3)cs2)cc1
  A: 1.7%	B: -4	C: -13%	D: 0.2	E: 5	F: 12	G: 0	H: 7	I: 1

CCOc1ccc(-c2c(C(=O)N/N=C/c3ccc(C)o3)nnn2-c2nonc2N)cc1
  A: 0.6%	B: -1	C: -9%	D: 0.1	E: -5	F: 13	G: -9	H: 9	I: 0

CCCC(=O)Nc1cc(=O)[nH]c2ncnn12
  A: 2.5%	B: -2	C: -6%	D: 0.0	E: -3	F: 0	G: -5	H: 2	I: 2

Cc1ccc(-n2nnnc2SCC(=O)c2ccc3c(c2)NC(=O)CO3)c(C)c1
  A: 6.3%	B: 2	C: ?	D: 0.2	E: 14	F: -23	G: -14	H: -1	I: 0

Cc1ccc(NC(=O)c2ccc(CNc3c(N4CCC(C)CC4)c(=O)c3=O)cc2)cc1
  A: -0.5%	B: 3	C: -2%	D: 0.1	E: -2	F: -5	G: -8	H: -5	I: 1

O=C(O)C1CCCCN1S(=O)(=O)c1ccccc1 (configuration not stated)
  A: -0.1%	B: 1	C: -12%	D: 0.6	E: 6	F: -4	G: 3	H: 7	I: 3

CCOC(=O)c1ccc(CN(Cc2ccc(F)cc2)S(=O)(=O)c2ccc(F)c(C(=O)Nc3cc(Cl)ccc3OC)c2)cc1
  A: 3.3%	B: 0	C: -8%	D: -0.1	E: 18	F: 7	G: 23	H: -1	I: -1

Cc1sc2c(c1C)c(=O)n(-c1ccccc1)c(=O)n2CC(=O)c1ccc(Cl)cc1
  A: 0.0%	B: 0	C: -8%	D: -0.1	E: 20	F: 0	G: -12	H: -15	I: 6

Cc1ccsc1C(=O)N1CCCC(CO)(Cc2ccccc2F)C1 (configuration not stated)
  A: 0.3%	B: -3	C: -15%	D: 1.9	E: -6	F: -17	G: -23	H: -9	I: 11

CCOc1cc(-c2conc2N)cc(OCC)c1OCC
  A: -1.5%	B: -4	C: -3%	D: -0.7	E: 10	F: -13	G: 6	H: 1	I: 4

Cc1noc(C)c1COc1ccc(C(=O)OCC(=O)NC(=O)C2COc3ccccc3O2)cc1 (configuration not stated)
  A: 1.2%	B: -8	C: ?	D: 1.0	E: 4	F: 9	G: 5	H: -5	I: 3

COc1ccc(C(=O)N2N=C(c3cccc(OC)c3)CC2(O)C(F)(F)F)cc1 (configuration not stated)
  A: -0.4%	B: -3	C: ?	D: 0.1	E: -2	F: -16	G: -8	H: -1	I: 4

CC1CCC2(CC1)NC(=S)N(C(C)(C)C)N2 (configuration not stated)
  A: -0.1%	B: 1	C: 2%	D: -0.2	E: 2	F: -9	G: -7	H: -2	I: 2

O=S(=O)(Nc1ccc(-c2csc(-c3ccccc3)n2)cc1)c1ccc(F)cc1
  A: 1.4%	B: -1	C: -10%	D: -0.2	E: -7	F: -7	G: -7	H: -4	I: 6

# Gathered by group, the entries above with a COOH group.
# Letter code: A = RXFP1 agonist; B = D1 potentiator; C = Anesthetic bind; D = TRHR ag; E = D2 PAM; F = RXFP1 antagonist; G = D1 antagonist; H = TRHR enhancer; I = D1 agonist
O=C(O)c1c2c(nc3ccc(Cl)cc13)CCC2
  A: 3.2%	B: -8	C: -8%	D: 0.5	E: 0	F: 1	G: 28	H: 2	I: 5

O=C(O)C1CCCCN1S(=O)(=O)c1ccccc1 (configuration not stated)
  A: -0.1%	B: 1	C: -12%	D: 0.6	E: 6	F: -4	G: 3	H: 7	I: 3

# An excerpt (hit frequency here may not be typical).
